POLH inh: qHTS for Inhibitors of Polymerase Eta; AID 588591, 2011; DNA polymerase eta (Homo sapiens), Q9Y253; recombinant Pol eta, fluorescent DNA replication assay; hit rate 1.2% among 390,000; Potency, µM (series often up to 114 µM), for inactives: at the top dose activity change, negative = inhibition, usual class: inhibitors; note: % is set by controls: 0 for no effect and ±100 for the full control effect
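Pol eta (10 nM) was preincubated with compounds for 15 min at room temperature, after which fluorescent replication substrate (50 nM final) was added to start the reaction. Fluorescence was read kinetically at 0 and 10 min.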
APE1 inh: qHTS Assay for Inhibitors of the Human Apurinic/apyrimidinic Endonuclease 1 (APE1); AID 2517, 2012; recombinant APE1, TAMRA/BHQ-2 abasic DNA cleavage fluorescence; hit rate 0.35% among 350,000; Potency, µM (top dose mostly 65.8 µM), for the others: at the top dose activity change, negative = inhibition, usual class: inhibitors;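 note: plate controls were vehicle for no effect and reference inhibitor for full effect; nearly all actives have a fitted effect of over 55% in size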
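Step 1: APE1 (0.75 nM) with compound, 15 min RT. Step 2: add 50 nM fluorophore/quencher THF duplex. Step 3: three fluorescence reads 60 s apart (525/598 nm); read 3 minus read 1 = reaction progress.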
BAZ2B block: qHTS Assay for Inhibitors of BAZ2B; Potency, µM (series often up to 114 µM), for the others: top-dose activity change, negative = inhibition, actives largely listed as inhibitors; AlphaScreen BAZ2B-H3K14Ac peptide displacement; hit rate 4.4% among 360,000; note: % is set by controls: 0 for no effect and ±100 for the full control effect; nearly all actives have a fitted effect of over 60% in size
Target sequence (Q9UIF8 whole entry, looked up): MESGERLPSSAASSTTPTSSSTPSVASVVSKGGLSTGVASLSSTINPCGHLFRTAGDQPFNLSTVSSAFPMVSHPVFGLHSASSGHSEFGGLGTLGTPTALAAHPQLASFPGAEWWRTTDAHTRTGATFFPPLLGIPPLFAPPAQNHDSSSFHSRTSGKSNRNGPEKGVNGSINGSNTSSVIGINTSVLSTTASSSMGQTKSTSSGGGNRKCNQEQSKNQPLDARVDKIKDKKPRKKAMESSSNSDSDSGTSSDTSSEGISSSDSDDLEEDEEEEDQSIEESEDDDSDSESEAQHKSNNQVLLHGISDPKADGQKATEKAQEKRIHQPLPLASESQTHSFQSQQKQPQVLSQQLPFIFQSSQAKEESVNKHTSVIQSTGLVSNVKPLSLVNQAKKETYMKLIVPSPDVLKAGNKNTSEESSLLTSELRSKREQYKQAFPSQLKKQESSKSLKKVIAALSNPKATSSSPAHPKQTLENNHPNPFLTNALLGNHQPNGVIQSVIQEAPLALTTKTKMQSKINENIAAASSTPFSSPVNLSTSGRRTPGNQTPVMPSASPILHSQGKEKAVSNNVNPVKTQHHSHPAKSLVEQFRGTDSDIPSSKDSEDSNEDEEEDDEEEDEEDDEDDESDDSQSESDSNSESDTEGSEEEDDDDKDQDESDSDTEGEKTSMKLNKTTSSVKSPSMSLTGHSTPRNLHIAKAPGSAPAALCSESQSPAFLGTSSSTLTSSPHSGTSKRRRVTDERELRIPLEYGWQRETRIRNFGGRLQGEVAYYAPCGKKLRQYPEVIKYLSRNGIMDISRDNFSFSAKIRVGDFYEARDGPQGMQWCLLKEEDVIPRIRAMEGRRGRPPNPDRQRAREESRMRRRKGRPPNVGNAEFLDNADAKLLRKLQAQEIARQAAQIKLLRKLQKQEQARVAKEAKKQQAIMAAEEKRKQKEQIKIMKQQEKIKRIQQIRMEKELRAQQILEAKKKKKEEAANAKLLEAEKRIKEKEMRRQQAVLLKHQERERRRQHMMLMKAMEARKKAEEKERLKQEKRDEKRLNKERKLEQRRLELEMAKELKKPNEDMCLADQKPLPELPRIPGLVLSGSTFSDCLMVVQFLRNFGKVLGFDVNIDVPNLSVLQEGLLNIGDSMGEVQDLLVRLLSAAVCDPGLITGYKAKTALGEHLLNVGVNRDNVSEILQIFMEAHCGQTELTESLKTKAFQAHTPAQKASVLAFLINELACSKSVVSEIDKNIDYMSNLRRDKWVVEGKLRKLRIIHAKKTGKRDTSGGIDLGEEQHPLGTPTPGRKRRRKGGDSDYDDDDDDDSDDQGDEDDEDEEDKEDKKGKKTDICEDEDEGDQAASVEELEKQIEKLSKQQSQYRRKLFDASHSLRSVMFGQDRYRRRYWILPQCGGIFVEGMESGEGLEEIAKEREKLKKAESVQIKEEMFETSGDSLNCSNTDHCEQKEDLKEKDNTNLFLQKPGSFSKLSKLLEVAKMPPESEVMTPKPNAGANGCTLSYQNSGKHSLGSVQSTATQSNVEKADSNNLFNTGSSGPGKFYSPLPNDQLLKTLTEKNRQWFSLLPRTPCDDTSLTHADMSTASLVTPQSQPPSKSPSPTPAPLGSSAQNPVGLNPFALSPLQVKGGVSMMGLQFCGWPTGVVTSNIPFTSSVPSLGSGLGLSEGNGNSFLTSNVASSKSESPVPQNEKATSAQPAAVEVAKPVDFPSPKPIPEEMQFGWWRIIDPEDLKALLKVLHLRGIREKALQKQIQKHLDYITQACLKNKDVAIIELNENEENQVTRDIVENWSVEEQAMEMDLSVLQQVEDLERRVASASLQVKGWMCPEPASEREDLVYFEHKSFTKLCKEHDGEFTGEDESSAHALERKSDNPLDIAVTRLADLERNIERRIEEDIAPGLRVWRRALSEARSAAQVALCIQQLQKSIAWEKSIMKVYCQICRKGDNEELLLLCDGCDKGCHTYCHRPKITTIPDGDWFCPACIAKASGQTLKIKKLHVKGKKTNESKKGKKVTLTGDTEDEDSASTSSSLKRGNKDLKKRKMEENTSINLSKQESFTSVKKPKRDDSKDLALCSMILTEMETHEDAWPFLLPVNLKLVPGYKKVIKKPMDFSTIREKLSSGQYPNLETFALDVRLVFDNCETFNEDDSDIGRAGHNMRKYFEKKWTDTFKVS
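AlphaScreen displacement: compounds (up to 110uM) incubated 30 min at room temperature with a preformed 50 nM BAZ2B/50 nM biotinylated H3K14Ac peptide complex in PBS pH 7.4 with Tween-20. Donor and acceptor beads at 10 ug/mL final added, 20 min light-protected before reading.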
POLI inh: qHTS for Inhibitors of Polymerase Iota | Potency, µM (series often up to 115 µM), for inactives: at the top dose activity, negative = inhibition, actives largely listed as inhibitors | hit rate 1% among 390,000 | Pol iota fluorescent replication assay, 10 min
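Fluorescent replication assay read twice, at 0 min and 10 min after adding 50 nM (final) substrate. Enzyme (10 nM) and compounds were first incubated 15 min at room temperature; enzyme-free buffer wells were negative controls.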
G9a block: qHTS Assay for Inhibitors of Histone Lysine Methyltransferase G9a. hit rate 8.8% among 350,000. Histone-lysine N-methyltransferase EHMT2 (Homo sapiens), Q96KQ7. Potency, µM (highest dose often 102 µM), inactives show top-dose activity, negative = inhibition, usual class: inhibitors. G9a H3K9 monomethylation, AlphaScreen, 2 h; note: % is set by controls: 0 for no effect and ±100 for the full control effect; nearly all actives have a fitted effect of over 75% in size
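Chemiluminescent proximity detection of H3K9 monomethylation, read after 10 min bead incubation in the dark. Reaction: 20 nM G9a, 500 nM biotin-H3K9 peptide, 20 uM SAM cofactor, 2 h, room temperature, following 15 min enzyme-compound preincubation.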
Pol beta inh: qHTS Assay for Inhibitors of DNA Polymerase Beta; Potency, µM (titrated, usually from 114 µM), for inactives: top-dose activity change, negative = inhibition, most hits filed as inhibitors; Pol beta primer extension/strand displacement, fluorescence kinetic; hit rate 1.3% among 340,000; P06746; note: % is set by controls: 0 for no effect and ±100 for the full control effect
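Curves were derived by four-parameter Hill fits of normalized qHTS data. The kinetic fluorescent primer-extension read was taken at 0 and 10 min after 50 nM substrate, following a 15 min room-temperature preincubation of 10 nM enzyme with compounds.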
Anesthetic bind: qHTS Assay for Identification of Novel General Anesthetics. Ferritin light chain (Equus caballus), P02791. apoferritin/1-aminoanthracene competitive binding, fluorescence. Potency, µM (titrated, usually from 77.5 µM), for inactives: at the highest dose activity change, negative = displacement, most hits filed as inhibitors. hit rate 0.074% among 350,000. AID 485281, 2010; note: % is set by controls: 0 for no effect and ±100 for the full control effect; nearly all actives have a fitted effect of over 20% in size
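Read-out: endpoint 1-AMA fluorescence, excitation 380 nm and emission 535 nm, after compounds sit 10 min at room temperature with 10 uM horse-spleen apoferritin in 50% saturated 1-AMA/PBS. Values come from four-parameter Hill fits.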
POLK inh: qHTS for Inhibitors of Polymerase Kappa. DNA polymerase kappa (Homo sapiens), Q9UBT6. purified Pol kappa, fluorescent DNA synthesis assay, 10 min. Potency, µM (titrated, usually from 107 µM), without a hit: at the top dose activity, negative = inhibition, actives largely listed as inhibitors. hit rate 0.53% among 400,000. AID 588579, 2011; note: % is set by controls: 0 for no effect and ±100 for the full control effect
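Pol kappa 10 nM + cpd, 15 min RT; start w/ substrate 50 nM final; fluorescence kinetic read, 0 and 10 min. Neg ctrl: buffer, no enzyme.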
BLM helicase inh: qHTS Assay for Inhibitors of Bloom's syndrome helicase (BLM) | RecQ-like DNA helicase BLM (Homo sapiens), P54132 | recombinant BLM DNA unwinding, fluorescence dequenching | Potency, µM (highest dose often 56.1 µM), without a hit: at the highest dose activity change, negative = inhibition, hits mostly inhibitors | hit rate 0.2% among 350,000 | AID 2528, 2010;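 note: plate controls were vehicle for no effect and no enzyme for full effect; nearly all actives have a fitted effect of over 35% in size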
Numbers without * were called inactive; [ ] = remark or other dose. Calls come from the whole dose curve; as a rule, active = well fitted curve in the direction sought with a large enough effect; inconclusive = small, poorly fitted or top-dose-only effect, or another doubt; inactive = no such curve, though single readings can be large; an effect the other way counts as inactive or inconclusive. Potency is the fitted concentration of half-maximal effect. The list is partial (hit frequency here may not be typical).

How did CC1CC(=O)N(CC(=O)N2CCCC2)c2ccccc2S1 (stereo unspecified) do in these assays?
POLH inh: -3.6%; APE1 inh: inconclusive; BAZ2B block: -1.3%; POLI inh: 25.7%; G9a block: 9.5%[59 µM]; Pol beta inh: inconclusive; Anesthetic bind: 4.6%; POLK inh: 7.6%; BLM helicase inh: 2.3%

How did CCOc1ccc(Nc2nc(N3CCCCC3)nc(N3CCCCC3)n2)cc1 do in these assays?
POLH inh: -0.6%; APE1 inh: 5.7%; BAZ2B block: 4.6%; POLI inh: -4.9%; G9a block: -2.4%[12.7 µM]; Pol beta inh: 34.3%; Anesthetic bind: -5.7%; POLK inh: -0.3%; BLM helicase inh: -10.1%

Results for COC(=O)CC1Oc2ccc(F)cc2-n2cc(-c3ccc(Cl)cc3)nc21 (stereo unspecified) ?
POLH inh: -18.8%; BAZ2B block: -28.3%; POLI inh: 7.6%; G9a block: -2.2%[59 µM]; Pol beta inh: 2.8%; Anesthetic bind: -4.5%; POLK inh: -4.6%; BLM helicase inh: -0.9%

Results for O=C(c1ccc(Cl)c(S(=O)(=O)N2CCCCCC2)c1)N1CCN(c2ccccc2O)CC1 ?
POLH inh: inconclusive; APE1 inh: -4.3%; BAZ2B block: inconclusive; POLI inh: 127.0%[activator]; G9a block: -27.2%; Pol beta inh: -6.1%; Anesthetic bind: -12.2%; POLK inh: 0.0%; BLM helicase inh: -8.8%

Results for CC1CCN(CCC(=O)Nc2ccc3c(c2)CCC3)CC1 ?
POLH inh: 10.9%; APE1 inh: 4.1%; BAZ2B block: -4.6%; POLI inh: -15.0%; G9a block: -8.3%[59 µM]; Pol beta inh: 1.2%; Anesthetic bind: -5.4%; POLK inh: -10.6%; BLM helicase inh: -6.4%

What do the screens show for `O=c1[nH]c(=O)c2nnc(N/N=C/c3ccccc3F)nc2[nH]1`?
POLH inh: 11.2%; APE1 inh: -1.8%; BAZ2B block: -1.2%; POLI inh: 3.2%; G9a block: -5.2%; Pol beta inh: 0.3%; Anesthetic bind: -11.9%; POLK inh: -14.2%; BLM helicase inh: -1.6%

What do the screens show for `O=C(CCCN1C(=O)c2cccnc2C1=O)Nc1ccc(Br)cc1`?
POLH inh: 2.2%; APE1 inh: -0.2%; BAZ2B block: -25.1%; POLI inh: 21.4%; G9a block: -16.7%; Pol beta inh: 9.9%; Anesthetic bind: -7.5%; POLK inh: -8.2%; BLM helicase inh: -7.6%

Results for O=C(COc1ccc(S(=O)(=O)NCc2ccccc2)cc1)NCc1cccnc1 ?
POLH inh: -13.7%; APE1 inh: 19.3%; BAZ2B block: -10.1%; POLI inh: 59.3%[activator]; G9a block: inconclusive; Pol beta inh: 6.0%; Anesthetic bind: -7.8%; POLK inh: 5.9%; BLM helicase inh: 0.3%

Results for COc1ccc2c(c1)c1c(c(=O)n(-c3ccccc3C)c(=O)n1Cc1c(F)cccc1Cl)n2C ?
POLH inh: -2.7%; BAZ2B block: -2.0%; POLI inh: 16.8%; G9a block: 1.6%[59 µM]; Pol beta inh: 12.0%; Anesthetic bind: -3.2%; POLK inh: 3.0%; BLM helicase inh: -1.6%

How did CSCCC(NC(=O)c1ccccc1Cl)C(=O)OCC(=O)N1CCCC1=O (stereo unspecified) do in these assays?
POLH inh: -11.3%; APE1 inh: 19.1%; BAZ2B block: -12.6%; POLI inh: 4.5%; G9a block: -1.6%; POLK inh: -1.6%

How did CSc1ccccc1NC(=O)c1c(C)noc1C do in these assays?
POLH inh: -11.8%; APE1 inh: 11.6%; BAZ2B block: -4.3%; POLI inh: -12.3%; G9a block: 11.0%[12.7 µM]; Pol beta inh: -0.2%; Anesthetic bind: 3.8%; POLK inh: -1.2%; BLM helicase inh: 1.3%

What do the screens show for `COC(=O)C1(Cc2ccc(O)c(CC3OC3(C)C)c2)OC(=O)C(O)=C1c1ccc(O)cc1` (stereo unspecified)?
POLH inh: inconclusive; APE1 inh: inconclusive; BAZ2B block: -34.9%; POLI inh: inconclusive; G9a block: inconclusive; Pol beta inh: inconclusive; Anesthetic bind: -7.2%; POLK inh: -36.4%; BLM helicase inh: -24.0%

What do the screens show for `N#Cc1cccc(NC(=O)N2CC3(CCN(C(=O)c4cccc(F)c4)CC3)C2)c1`?
APE1 inh: 2.2%; G9a block: -0.6%[12.7 µM]; POLK inh: -7.3%[60.1 µM]; BLM helicase inh: -14.5%

Results for CCN(CC)S(=O)(=O)c1ccc2c(c1)nc(CN(C)C(=O)Nc1ccc(C)c(F)c1)n2C ?
POLH inh: -18.9%; BAZ2B block: -18.4%; POLI inh: 6.0%; G9a block: 1.5%[12.7 µM]; Pol beta inh: 32.6%; Anesthetic bind: inconclusive; POLK inh: -5.7%[60.1 µM]; BLM helicase inh: -5.0%

What do the screens show for `CC(=O)N=Nc1[nH]c(N)c2ccccc12`?
POLH inh: -13.5%; APE1 inh: 11.1%; BAZ2B block: -4.9%; POLI inh: 123.7%[activator]; G9a block: inconclusive; Pol beta inh: 68.5%[activator]; Anesthetic bind: -3.5%; POLK inh: -9.6%; BLM helicase inh: 0.3%

How did CCOc1cc(/C=C/C(=O)c2ccc(C)cc2)ccc1OCC(=O)N(C)C do in these assays?
POLH inh: -8.3%; APE1 inh: -7.0%; BAZ2B block: -22.8%; POLI inh: -5.4%; G9a block: 10.8%[59 µM]; Pol beta inh: -24.6%; Anesthetic bind: -4.8%; POLK inh: 7.5%; BLM helicase inh: -7.5%

How did Cc1ccc(-n2cc(CNCCN3CCOC3=O)c(-c3ccc(F)cc3)n2)cc1 do in these assays?
POLH inh: -7.6%; APE1 inh: inconclusive; BAZ2B block: -23.7%; POLI inh: 44.8%[activator]; G9a block: -1.4%; Pol beta inh: 12.5%; Anesthetic bind: -9.7%; POLK inh: -2.0%; BLM helicase inh: -10.4%

How did COC(=O)C1=C(C)NC(C)=C(C(=O)OC)C1C(=O)OCC(=O)c1ccc(F)cc1 do in these assays?
POLH inh: 0.5%; APE1 inh: -0.3%; BAZ2B block: 1.5%; POLI inh: 157.6%[activator]; G9a block: 4.2%; Pol beta inh: -22.8%; Anesthetic bind: -16.1%; POLK inh: -8.9%; BLM helicase inh: -3.1%

What do the screens show for `COC(=O)C1=C(C)NC(=O)C1(Nc1ccc(Cl)cn1)C(F)(F)F` (stereo unspecified)?
POLH inh: -1.8%; APE1 inh: 5.0%; BAZ2B block: -0.6%; POLI inh: 0.2%; G9a block: -16.6%[12.7 µM]; Pol beta inh: -0.4%; Anesthetic bind: -0.9%; POLK inh: -15.2%; BLM helicase inh: -3.2%

How did CC(C)(C)OC(=O)NC(Cc1ccccc1)C(=O)NC1COC2CC(n3ccc(=O)[nH]c3=O)OC12 (stereo unspecified) do in these assays?
APE1 inh: -1.1%; POLI inh: 3.4%; Anesthetic bind: -0.5%; POLK inh: -1.3%; BLM helicase inh: 1.7%

Results for CN1CCN(c2ncc3ncc(=O)n(C4CC4)c3n2)CC1 ?
APE1 inh: 30.6%[activator]; G9a block: 0.5%[0.501 µM]; POLK inh: -3.7%[60.1 µM]; BLM helicase inh: 4.0%

How did COc1ccc(CC(=O)NCc2ccccc2)cc1OC do in these assays?
POLH inh: -6.8%; APE1 inh: -2.6%; BAZ2B block: 9.1%; POLI inh: 10.6%; Pol beta inh: 5.3%; Anesthetic bind: -4.7%; POLK inh: -22.5%; BLM helicase inh: 2.0%

How did Cc1nn(Cc2ccc([N+](=O)[O-])cc2)c(=O)n1-c1cccc(F)c1 do in these assays?
POLH inh: -4.9%; APE1 inh: -3.1%; BAZ2B block: -3.3%; POLI inh: 4.0%; G9a block: -10.4%; Pol beta inh: 22.0%; Anesthetic bind: -19.3%; POLK inh: -10.0%; BLM helicase inh: -2.9%

Results for COc1ccc(Cl)cc1NC(=O)Nc1ccccc1C(N)=O ?
POLH inh: -20.2%; APE1 inh: 2.1%; BAZ2B block: -5.4%; POLI inh: 28.3%; G9a block: 7.3%; Pol beta inh: 0.9%; Anesthetic bind: 0.6%; POLK inh: -5.2%; BLM helicase inh: -7.0%

Results for COc1ccc(-c2nnc(SCC(=O)N/N=C/c3ccccc3C(=O)O)n2-c2ccccc2)cc1 ?
POLH inh: -12.4%; APE1 inh: 2.0%; BAZ2B block: -25.3%; POLI inh: -7.8%; G9a block: -26.3%; Pol beta inh: -9.0%; Anesthetic bind: -12.2%; POLK inh: -9.9%; BLM helicase inh: -9.3%

Results for CC(=O)Nc1ccc(OCC(O)CN2CCCCC2C)cc1 (stereo unspecified) ?
POLH inh: -13.5%; APE1 inh: 1.2%; BAZ2B block: 1.6%; POLI inh: 8.3%; G9a block: 15.2%[59 µM]; Pol beta inh: 47.4%; Anesthetic bind: 1.5%; POLK inh: -5.4%; BLM helicase inh: -0.6%

Results for COC(=O)C1Sc2[nH]c(=O)sc2C(c2ccc(Cl)cc2)C1C(=O)OC (stereo unspecified) ?
POLH inh: -1.0%; APE1 inh: 2.2%; BAZ2B block: inconclusive; POLI inh: -8.1%; G9a block: inconclusive; Pol beta inh: 14.9%; Anesthetic bind: -11.6%; POLK inh: -13.8%; BLM helicase inh: -0.9%

An excerpt from the list above:
Results for COc1ccc(-c2nnc(SCC(=O)N/N=C/c3ccccc3C(=O)O)n2-c2ccccc2)cc1 ?
POLH inh: -12.4%; APE1 inh: 2.0%; BAZ2B block: -25.3%; POLI inh: -7.8%; G9a block: -26.3%; Pol beta inh: -9.0%; Anesthetic bind: -12.2%; POLK inh: -9.9%; BLM helicase inh: -9.3%

Results for CC(=O)Nc1ccc(OCC(O)CN2CCCCC2C)cc1 (stereo unspecified) ?
POLH inh: -13.5%; APE1 inh: 1.2%; BAZ2B block: 1.6%; POLI inh: 8.3%; G9a block: 15.2%[59 µM]; Pol beta inh: 47.4%; Anesthetic bind: 1.5%; POLK inh: -5.4%; BLM helicase inh: -0.6%

Screening results as filed in PubChem BioAssay.
